Source: PubChem BioAssay (Sanford-Burnham Center for Chemical Genomics)
UBC13 inh = blocks human UBC13 polyubiquitin chain formation. P61088. TR-FRET. inhibition, % at 20 µM. actives 0.47% (n = 330,000); in the data active means inhibition above about 45%, passing the limit was not always enough
SENP6 inh = SENP6 protease inhibition | Recombinant SENP6 catalytic domain, aminoluciferin luminescence | inhibition, % at 10 µM | actives 1.8% (n = 330,000);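 active means inhibition above about 50% at the single tested dose, limit read from the data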;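 further: plate controls were DMSO wells with enzyme for no effect and DMSO wells lacking enzyme for full effect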
SENP1 inh = inhibitors of human SENP1 SUMO protease catalytic domain. inhibition, % at 10 µM. AID 624204. recombinant SENP1 catalytic domain, CyPet-SUMO1-YPet FRET cleavage. actives 0.21% (n = 360,000). Q9P0U3;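 active means inhibition at least 30% at 10 µM, raw YFP signal under a set limit, fluorescence ratio 0.5 to 1.5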;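 further: 0% = enzyme with DMSO and 100% = no enzyme wells; some results filed as inactive read as strong as hits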
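Assay system – human recombinant His6-tagged SENP1 catalytic domain enzyme · Input – SENP1 enzyme, 20 pM final · Buffer or medium – Tris pH 8 buffer plus EDTA, NaCl, BME, BSA, NP40, catalase · Schedule – 50 min reaction at room temperature · Technique – FRET read of cyan and yellow fluorescence · Control set – no-enzyme wells low, DMSO-plus-enzyme wells high control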
APOBEC3G inh = inhibitors of human APOBEC3G DNA deaminase. actives 0.28% (n = 330,000). recombinant A3G, ssDNA deamination FAM/TAMRA fluorescence. inhibition, % at 20 µM. Q9HC16;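 active means inhibition of at least 40% at 20 µM, with no more than 30% in the related APOBEC3A deaminase screen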;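 further: plate controls were DMSO wells with A3G for no effect and wells lacking A3G enzyme for full effect; some compounds called inactive have numbers as strong as hits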
SENP8 block-1 = inhibitors of human SENP8 protease; Q96LD8; purified SENP8, Z-RLRGG-aminoluciferin cleavage, luminescence; inhibition, % at 10 µM; actives 1.2% (n = 330,000); AID 2540; in the data active means inhibition above about 50%
SENP8 block-2 = blocks human SENP8 cleavage of Nedd8 substrate; Q96LD8; recombinant SENP8, Nedd8 substrate fluorescence; inhibition, % at 20 µM; actives 0.64% (n = 360,000); AID 602440; in the data active means inhibition mostly above about 40%, no sharp cut-off; inactive means mostly below about 27%
SENP7 block = inhibitors of human SENP7 protease. Q9BQF6. actives 1.5% (n = 330,000). inhibition, % at 5 µM. recombinant SENP7, Z-RLRGG-aminoluciferin luminescence, 40 min;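 active means inhibition above about 50% at the single test dose, limit read from the data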;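 further: plate controls were DMSO with enzyme for no effect and no enzyme buffer wells for full effect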
Apaf-1 inh = blocks human Apaf-1 apoptosome activity; reconstituted apoptosome caspase-3 activity, DEVD-Rh110 fluorescence; inhibition, % at 20 µM; actives 0.71% (n = 330,000); AID 489030; active means inhibition of at least 40% at 20 µM;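 further: plate controls were DMSO wells for no effect and DEVD-CHO caspase inhibitor wells for full effect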
Target sequence (O14727 whole entry, looked up): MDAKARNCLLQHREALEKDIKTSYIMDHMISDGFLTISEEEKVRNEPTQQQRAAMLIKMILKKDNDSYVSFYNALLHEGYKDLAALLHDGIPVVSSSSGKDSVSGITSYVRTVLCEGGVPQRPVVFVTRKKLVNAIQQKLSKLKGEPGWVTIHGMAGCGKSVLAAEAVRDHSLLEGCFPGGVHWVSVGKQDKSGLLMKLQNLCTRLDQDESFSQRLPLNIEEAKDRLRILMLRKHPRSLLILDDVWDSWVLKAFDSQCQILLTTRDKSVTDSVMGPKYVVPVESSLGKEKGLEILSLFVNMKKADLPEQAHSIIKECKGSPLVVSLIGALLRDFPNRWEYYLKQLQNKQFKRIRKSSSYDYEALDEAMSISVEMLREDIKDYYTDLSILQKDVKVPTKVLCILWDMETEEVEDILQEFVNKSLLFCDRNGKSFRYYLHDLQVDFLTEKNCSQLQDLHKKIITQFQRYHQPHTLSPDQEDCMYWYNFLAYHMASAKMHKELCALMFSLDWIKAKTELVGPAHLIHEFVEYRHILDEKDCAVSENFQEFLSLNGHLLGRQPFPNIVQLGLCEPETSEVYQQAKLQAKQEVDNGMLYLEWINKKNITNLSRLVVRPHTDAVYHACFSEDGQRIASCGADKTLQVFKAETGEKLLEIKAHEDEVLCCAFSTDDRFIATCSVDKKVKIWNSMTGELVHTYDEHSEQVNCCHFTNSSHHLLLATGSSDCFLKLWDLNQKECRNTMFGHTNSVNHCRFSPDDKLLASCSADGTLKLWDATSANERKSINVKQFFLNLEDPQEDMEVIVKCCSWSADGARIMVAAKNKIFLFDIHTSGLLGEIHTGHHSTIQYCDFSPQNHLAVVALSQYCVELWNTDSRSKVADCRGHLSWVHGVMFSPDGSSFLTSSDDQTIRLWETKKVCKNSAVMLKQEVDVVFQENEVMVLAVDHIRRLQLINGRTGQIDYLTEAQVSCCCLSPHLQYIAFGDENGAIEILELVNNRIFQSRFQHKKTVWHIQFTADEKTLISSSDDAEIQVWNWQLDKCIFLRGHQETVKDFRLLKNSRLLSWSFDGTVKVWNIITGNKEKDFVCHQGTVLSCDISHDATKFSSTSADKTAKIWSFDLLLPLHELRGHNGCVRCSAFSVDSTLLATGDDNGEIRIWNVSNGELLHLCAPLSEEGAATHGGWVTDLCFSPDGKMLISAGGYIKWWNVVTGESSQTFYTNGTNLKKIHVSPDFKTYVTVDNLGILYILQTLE
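Material: cell-free apoptosome with Apaf-1, procaspase-3 and caspase-9; Buffer or medium: Hepes pH 7.5 with detergent and BSA; Reagent: cytochrome c trigger plus (Z-DEVD)2-Rh110 caspase-3 substrate; Times: compound with Apaf-1, dATP, procaspase-3 30 min, then 50 min reaction, room temperature; Technique: Rh110 fluorescence intensity.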
Starred values were filed as active, the others as inactive; nt = no result given. Rows are unselected. Share with any hit: about 3.6%.

SMILES,Apaf-1 inh,APOBEC3G inh,SENP8 block-2,UBC13 inh,SENP8 block-1,SENP7 block,SENP6 inh,SENP1 inh
COC(=O)c1ccc(C(c2c(N)n(Cc3ccccc3)c(=O)n(C)c2=O)N2CCOCC2)cc1 (stereo not drawn),10,-2,13,-23,-12,-3,-10,0
Cc1ccc(C2N(c3cccc(Cl)c3)C(=O)C3CCCN32)o1 (stereo not drawn),5,1,18,-4,3,6,1,-6
CC1CCN(C(=O)Cn2c3ccccc3c3nc4n(c(=O)c32)CCCS4)CC1,0,-4,-119,-1,9,-2,-4,0
CC1Sc2ccc(S(=O)(=O)CCC(=O)NCc3ccccc3)cc2NC1=O (stereo not drawn),-2,-3,12,2,-4,1,3,1
CCOc1ccc(OCc2ccc(C(=O)N(C)c3ccccc3)o2)cc1,14,1,6,-3,0,-8,9,3
Cc1ccsc1/C=N/n1cnc2sc(C)c(C)c2c1=O,3,-6,21,6,43,46,70*,1
O=S(=O)(c1cccc(-c2nc3ccccc3s2)c1)N1CCCC1,6,-2,-8,12,0,0,-2,0
C=CCN(CC=C)C(=S)NC(=O)c1ccc(OC)c(Br)c1,-1,-4,10,6,-3,-1,-13,-2
O=C1c2ccccc2C(=O)N1CC(O)CNc1ccc(Br)cc1 (stereo not drawn),7,-3,11,-3,-8,0,-3,0
C[N+]1=C2CCCCCN2C(O)(c2ccccc2)C1 (stereo not drawn),-21,19,11,3,-2,1,0,1
COC(=O)c1ccc(CN2CCN(Cc3ccc(C(=O)OC)o3)CC2)o1,-3,-7,10,1,-1,3,2,-1
COc1ccc(NC(=O)C2CCN(c3nc(C)nc4c3CCC4)CC2)cc1,-7,-2,15,-3,5,6,16,1
O=C(CC(=O)Nc1ccccn1)Nc1ccccn1,0,-8,10,-14,-4,-12,4,-1
CCOC(=O)N1CCN(C(=O)CCl)CC1,-7,-14,10,12,1,1,-4,2
CCOc1ccc2nc(N3CCC(C(=O)NCCCN4CCOCC4)CC3)sc2c1,-8,-8,21,5,-11,-6,-2,0
CC(=O)c1ccc(N2CCN(C(=O)Nc3ccc(C)cc3)CC2)cc1,8,-8,-110,8,-1,8,3,4
CCOc1ccc(CCNC(=O)c2cccc(-n3cnnn3)c2)cc1OCC,-11,-3,-7,12,6,7,1,2
Cc1cc(NCCCO)n2nc(-c3cccs3)cc2n1,-4,0,-230,6,-4,0,3,-3
Cc1ccc(C)c(S(=O)(=O)c2c(C)cc(C)[nH]c2=O)c1,2,4,-49,3,1,1,9,3
Cc1nnc2sc(-c3csc4c3CCCC4)nn12,17,-5,17,8,-5,-4,-25,0
CSc1nc(C(=O)N2CCCC(N3CCN(c4ccccc4C)CC3)C2)cs1 (stereo not drawn),21,-4,5,0,-4,-2,-13,2
O=C(/C=C/c1ccc(F)cc1)NC(=S)N1CCCCC1c1cccnc1 (stereo not drawn),-4,-4,25,-6,-1,-1,-5,1
Cc1ccc(C(=O)Nc2ccc3c(c2)OCO3)cc1S(=O)(=O)N1CCCCC1,9,0,35,0,-5,-4,28,4
O=C(c1ccccc1)c1c[nH]c(C(=O)NCCCn2ccnc2)c1,2,-3,30,-1,-16,-5,4,1
COc1cc(C(C)=O)ccc1OCC(=O)c1cc(C)n(C2CC2)c1C,6,0,28,-9,-2,4,1,-1
Cc1nc(C)n(CC(O)COc2ccc(C(=O)c3ccccc3)cc2)n1 (stereo not drawn),1,-1,27,1,1,9,2,3
O=C(Nc1cccc2c1[nH]c1ccccc12)C(F)(F)F,11,-7,17,1,-4,-1,-8,1
COc1cc(CSC)nc(-c2ccccc2)n1,7,-3,-1,2,3,-3,12,1
Cc1ccc(NC(=O)N2CCN(Cc3ccc4c(c3)OCO4)CC2)cc1,-13,-7,8,-4,-5,0,1,1
CNC(=O)C1CCN(S(=O)(=O)c2c(C)noc2/C=C/c2ccc(OC)cc2)CC1,7,-7,-119,-3,4,7,7,0

Entries of single compounds from above:
`Cc1nnc2sc(-c3csc4c3CCCC4)nn12` is listed with Apaf-1 inh = 17; APOBEC3G inh = -5; SENP8 block-2 = 17; UBC13 inh = 8; SENP8 block-1 = -5; SENP7 block = -4; SENP6 inh = -25; SENP1 inh = 0
`CC1Sc2ccc(S(=O)(=O)CCC(=O)NCc3ccccc3)cc2NC1=O` (stereo not drawn) is listed with Apaf-1 inh = -2; APOBEC3G inh = -3; SENP8 block-2 = 12; UBC13 inh = 2; SENP8 block-1 = -4; SENP7 block = 1; SENP6 inh = 3; SENP1 inh = 1

Next section
SMILES,Apaf-1 inh,APOBEC3G inh,SENP8 block-2,UBC13 inh,SENP8 block-1,SENP7 block,SENP6 inh,SENP1 inh
Cc1ccc(CNC(=O)C2COc3ccccc3O2)cc1 (stereo not drawn),-6,-5,0,-7,-6,-7,14,1
CCc1ccc(CN2CCC(C(=O)Nc3ccc(Oc4ccccc4)nc3)CC2)o1,30,41*,6,-4,2,2,2,0
Cc1ccc(NC(=O)COC(=O)C2(C)CC2(Cl)Cl)cc1S(=O)(=O)N1CCOCC1 (stereo not drawn),4,-5,-1,1,18,-7,-7,0
COc1ccc(NC(=O)CN(C)C(=O)c2ccc(N3CCCCC3)c([N+](=O)[O-])c2)cc1,11,-3,18,-18,-6,4,-19,3
O=C(COc1ncnc2ccccc12)Nc1ccc(S(=O)(=O)N2CCOCC2)cc1,-8,-3,27,4,4,-7,18,2
CC(=O)Nc1ccc(S(=O)(=O)NC2(C(F)(F)F)NC(=O)N(c3ccc(Cl)cc3)C2=O)cc1 (stereo not drawn),-58,-10,19,-17,-4,0,2,2
CC(=O)NS(=O)(=O)c1ccc(NC(=O)c2cccc(OCc3c(C)noc3C)c2)cc1,0,-3,15,-2,-14,-2,-5,2
Cc1ccc(COn2nnc3ccc(S(=O)(=O)N4CCOCC4)cc32)cc1,5,-2,17,5,8,-2,11,1
O=C(Nc1ccc(-n2cnnn2)cc1)C1CCC1,-5,1,25,-5,-8,-7,-14,3
O=C(O)COc1ccc(F)cc1Br,-1,7,6,-10,2,11,-2,4
CCc1ccc(N2C(=O)CC(N3CCN(Cc4ccc5c(c4)OCO5)CC3)C2=O)cc1 (stereo not drawn),-2,-4,9,5,6,-3,1,1
COC(=O)C(C)NC(=O)c1cn(-c2ccccc2OC)c(=O)c2ccccc12 (stereo not drawn),-2,-6,-7,2,-3,2,-10,0
COc1ccc(/C=C2\SC(=O)NC2=S)cc1OC,2,1,24,-24,1,8,19,32*
CC1=C(C)CC(C(=O)Nc2nc(-c3ccc(C)cc3C)c(C)s2)C(C(=O)O)C1 (stereo not drawn),6,-5,21,-8,0,3,1,-1
O=C(NCCN1CCCC1)c1ccccc1Cl,5,1,17,10,2,0,0,0
Cc1cc(NC(=O)CN2CCOCC2)n(-c2ccccc2)n1,-3,-3,31,2,-2,4,-17,2
COCCN(Cc1cc2c(C)cc(C)cc2nc1Cl)C(=O)c1ccccc1F,13,-8,-7,4,-5,-7,10,0
NC(=O)C(=O)N/N=C/c1cccc(C(F)(F)F)c1,-1,0,24,-7,-5,-5,-11,0
O=C(COc1ccccc1)Nc1cccc(-c2cn3cccnc3n2)c1,6,-12,-382,6,-12,3,-15,-35
O=C(COc1ccccc1[N+](=O)[O-])Nc1ccc(N2CCN(C(=O)c3cccs3)CC2)cc1,9,-3,14,14,0,-4,2,1
CCCNC(=O)NC(=O)CN1CCCC1c1ccc2c(c1)OCCO2 (stereo not drawn),5,-4,13,0,-3,4,-35,1
O=C(Cn1c(=O)oc2ccccc21)N1CCCC1,1,-2,15,3,-5,-2,-10,-1
CCOC(=O)c1ccc(NS(=O)(=O)c2ccc3c(c2)oc(=O)n3C)cc1,-3,-5,6,-18,-8,12,-23,-1
O=C(Cc1cccc2ccccc12)N/N=C/c1ccncc1,-3,-6,14,2,-3,4,7,1
COc1ccccc1NC(=S)Nc1ccccn1,16,-9,2,-4,-8,-6,-6,1
Cc1cccc(C)c1NC(=O)c1ccc(CN2CCc3ccccc3C2)cc1,3,-5,22,8,2,-1,-7,-3
O=C(NC1CC2CCCC(C1)N2C(=S)Nc1ccc(Cl)cc1)C1CC1 (stereo not drawn),-4,-13,11,11,5,6,10,2
CC12CCCCC1N(O)C(=O)C(=O)N2O (stereo not drawn),-7,-6,26,-7,-5,-2,-32,0
CC1=C(C(=O)N(C)C)C(c2ccc(C)s2)NC(=S)N1 (stereo not drawn),2,-7,24,-6,-5,-1,-14,1
Cc1ccc(NC2CCCN(C(=O)CN3C(=O)c4ccccc4C3=O)C2)cc1C (stereo not drawn),-2,-5,11,3,-1,1,1,0
Cc1nc2ncnn2c(C)c1CCC(=O)Nc1ccc(S(=O)(=O)N2CCCCCC2)cc1,2,-6,12,-7,-7,-9,11,-1
Cc1cc(C)c(C(=O)CN2C(=O)NC3(CCCCC3)C2=O)cc1C,-1,-1,36,7,-5,-5,-22,-1
O=C(CSc1nnc(CNC(=O)c2c(F)cccc2Cl)o1)NCc1ccc2c(c1)OCO2,-2,3,19,5,-1,8,12,1
CC(O)CNCCNCc1cccs1 (stereo not drawn),-6,-5,19,5,-2,-3,-19,1
Cc1ccc(S(=O)(=O)N(CC(=O)N2CCN(c3ccc(F)cc3)CC2)C2CCCCC2)cc1,16,-9,16,-10,4,-2,-23,0
CCOC(=O)c1c(C)oc2ccc(OC(=O)c3cccs3)cc12,4,-6,11,13,-1,-1,-1,-5
O=C(c1cccnc1)N1CCN(c2ccc(Cl)cc2)CC1,6,-6,18,-2,-3,-7,6,-2
O=C(Cn1cnc2c(NCc3ccccc3)ncnc21)NCC1CCCO1 (stereo not drawn),7,3,7,nt,nt,-4,nt,0
COC(=O)c1ccc(N2CCN(S(=O)(=O)c3ccccc3)CC2)c([N+](=O)[O-])c1,20,0,31,-22,-4,-1,-19,2
COc1ccc(Cn2c(=S)[nH]c3cc(C(=O)NCCCN4CCOCC4)ccc3c2=O)cc1,7,-1,14,21,-2,11,-24,1
COc1ccc(O)c(C(=O)c2cnc3onc(C(C)C)c3c2)c1,6,-6,-27,-6,8,0,-13,-17
COc1ccc(CCC(=O)NCC23CC4CC(CC(C4)C2)C3)cc1,10,-2,22,7,7,-3,-20,2
COC(=O)CCCNc1ncccc1[N+](=O)[O-],7,-3,7,-7,-14,-8,-2,0
Cc1nc(SCC(N)=O)c([N+](=O)[O-])[nH]1,-13,-5,28,-3,9,-8,4,1
Cc1ccc(CNC(=O)Cc2ccc(-c3ccccc3)cc2)cc1,-13,-3,21,10,0,-6,-9,0
CC(=O)OC1c2ccccc2C(=O)N1Cc1ccccc1Cl (stereo not drawn),-3,-8,6,8,1,7,14,3
COc1ccc(-c2nc3c(-c4ccc(F)cc4)cnn3cc2C)cc1F,14,-5,18,-6,-7,-10,-6,18
CC(C)N(C(=O)[C@H]1C[C@H](CC(=O)NCCC2=CCCCC2)C(=O)N2CCc3c([nH]c4ccc(Cl)cc34)[C@]12C)C(C)C,44*,-2,18,nt,nt,-9,nt,0
CCN(C(=O)Cn1cc(C(=O)C(=O)N2CCOCC2)c2ccccc21)c1ccccc1,-7,-7,4,-1,2,-1,-2,-1
CCOC(=O)N1CCC(NC(=O)CCc2cn(C)c3ccccc23)CC1,0,-5,10,2,-5,-6,-2,-2
C=CCOc1ccc(-c2nc3c(c(=O)[nH]c(=O)n3CCC)n2CCCC)cc1,16,-4,-277,13,3,2,-11,10
